Assay outcomes (PubChem)
FN deposit inh – fibronectin deposition inhibition; inhibition, % at 12.6 µM; AH1F fibroblasts, Alexa488-fibronectin deposition fluorescence, overnight; 0.086% of 350,000 active;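 active = mean inhibition across replicates of 30% or more, regardless of how many single replicates reach that level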;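 also: positive control wells lacked labelled fibronectin entirely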
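Assay system: AH1F fibroblasts assembling fluorescent fibronectin matrix; Amount: 10000 AH1F cells per well; Buffer or medium: DMEM, 2% serum; Probe or stimulus: Alexa488-fibronectin, 24 nM final in well; Doses: single compound dose, delivered by pin transfer; Incubation: 1 h adhesion, overnight exposure; Measured by: fluorescence 485/525 nm; Read-out: fibronectin deposition inhibition.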
CFTR F508del cor – correctors of CFTR F508del function in bronchial epithelial cells. CFBE cells, YFP halide quenching; stimulated with forskolin plus potentiator P3; % fluorescence drop versus neutral controls. activity (quench increase), % at 7.58 µM. 0.36% of 350,000 active. AID 720511;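 active = mean added fluorescence quench of at least 8% versus neutral control, with both replicates also reaching 8%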;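 also: cells transiently co-express mutant CFTR-F508del with the halide-sensitive YFP; corrector assay measuring rescue of mutant channel to the surface after 24 h compound exposure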
Statin myotox sup – protects C2C12 myotubes from simvastatin toxicity; rescue of ATP level, % at 7.49 µM; ATP luminescence, 48 h; scaled: DMSO 0, geranylgeraniol control 100; 0.78% of 330,000 active;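 active = mean ATP rescue above about 67%, or every replicate alone reaching that limit, limit read from the data, passing the limit was not always enough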;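 also: myotubes were challenged with 10 µM simvastatin during compound exposure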
PGC1a acetyl inh – PGC1a acetylation modulation, inhibitor mode. U2OS PGC1a acetylation, AlphaScreen anti-acetyl-lysine; with virally co-expressed GCN5 acetyltransferase. inhibition, % at 15.6 µM. 0.17% of 350,000 active. AID 651687;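 active = every replicate shows inhibition of at least 40%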;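 also: 0% = neutral control wells and 100% = positive control wells; some results beyond the cut were filed as inactive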
PglD DTNB – blocks C. jejuni PglD acetyltransferase activity; purified PglD enzyme, DTNB colorimetric CoA detection; inhibition, % at 12.5 µM; 0.098% of 360,000 active; AID 602405; in the data active = inhibition above about 16%, passing the limit was not always enough; also: strong numbers were not always called active
Cneo AK release – causes C. neoformans cell lysis; AID 651654; lysis activity, % at 15 µM; adenylate kinase release luminescence, 4 h; normalised: neutral wells 0, clomiphene wells 100; 0.2% of 360,000 active;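 active = mean lysis activity across replicates of at least 80%, whatever share of replicates individually reach that level; inactive = mean lysis activity below 80%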
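Material: C. neoformans cells | Amount: Yeast cell density of 5 × 10^6 cells/mL | Medium: Fresh YPD growth medium | Dosing: Single dose | Times: Static 4 h at 37 °C with compound, 1 h detection | Detection: AK luminescence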
miR122 inh – miR-122 inhibition in Huh7 cells | activation (reporter increase), % at 12.5 µM | 0.3% of 340,000 active | Huh7 miR-122 Renilla luciferase sensor, 48 h; neutral wells = 0, positive control = 100;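 active = mean replicate activation score at least 90 and every replicate individually at or above 90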;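 also: higher luciferase means less miR-122 activity so hits act as miR-122 inhibitors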
INS-1E GSIS act – GLuc luminescence reporter in INS-1E cells, primary screen for activators of glucose-dependent secretion of insulin; 0.61% of 370,000 active; INS-1E GLuc reporter insulin secretion, 2-3 h; activation, % at 16.6 µM;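 active = lowest replicate activation of at least 40%, so every replicate reaches that level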;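 also: 0% = median of neutral control wells and 100% = median of IBMX positive control wells; some compounds called inactive have numbers as strong as hits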
Numbers without * were called inactive; nt = not tested or not shown; [ ] = dose if it differs, or a comment.

Below each SMILES: FN deposit inh	CFTR F508del cor	Statin myotox sup	PGC1a acetyl inh	PglD DTNB	Cneo AK release	miR122 inh	INS-1E GSIS act
Cc1nc(NS(=O)(=O)c2ccc(Cl)s2)c2c3c(sc2n1)CCCC3
    2	-1.2	-15	4	nt	nt	16	-63
CN(C)Cc1csc(NC(=O)Nc2cccc(C(F)(F)F)c2)n1
    13	-0.8	9	nt	3	1	-3	-9
C[C@H](CO)N1C[C@H](C)[C@@H](CN(C)Cc2ccc3c(c2)OCO3)Oc2ccc(NS(C)(=O)=O)cc2CC1=O
    3	-0.9	-4	10	-2	-8	-7[16.7 µM]	21
Cc1cccc(-n2ncc3c2CCCC3NC(=O)Cn2cccn2)c1C (stereo not given)
    0	1.9	-2	6	5	-3	4	5
C[C@@H]1CN([C@@H](C)CO)C(=O)c2cccc(NC(=O)C3CCOCC3)c2O[C@@H]1CN(C)S(=O)(=O)c1ccc(F)cc1
    nt	1.6	7	21	2	-3	-9[16.7 µM]	1
COCC(=O)N1CC2(C1)CN(S(C)(=O)=O)[C@H](CO)c1c2c2ccc(OC)cc2n1C
    -19	1.3	nt	1	nt	nt	nt	4
CCOc1ccc(C(=O)NCC(=O)OCCN2C(=O)c3ccccc3C2=O)cc1OCC
    -5	-0.2	3	nt	-1	0	nt	57*
CC(=O)CC(C)(C)Nc1nc2cc([N+](=O)[O-])ccc2o1
    7	0.5	8	nt	9	0	-3	8
COc1cccc(NC(=S)N(CCN(C)C)C(C)c2ccncc2)c1 (stereo not given)
    -6	2.3	nt	-3	-4	2	-4	0
CCOC(=O)N1CCN(c2ncnc3scc(-c4ccc(Cl)cc4)c23)CC1
    nt	nt	30	-17	4	3	-1	nt
CO[C@H]1CN(C)C(=O)c2ccc(NC(=O)c3cnccn3)cc2OC[C@@H](C)N(CCc2ccccc2)C[C@@H]1C
    7	1.6	-12	-3	2	-1	nt	-6
C(=C\c1ccc2ccccc2n1)/c1ccccc1
    -12	-33	-21	nt	0	-9	2	-5
COc1cccc(C2(CSc3nnc(-c4cc(OC)c(OC)c(OC)c4)o3)OCCO2)c1
    nt	nt	7	4	6	1	-1	nt
O=C1O[C@@H](c2ccccc2)[C@@H](c2ccccc2)N2[C@@H](c3ccccc3OCCO)[C@]3(C(=O)Nc4ccc(C#CC5(O)CCCCCC5)cc43)[C@@H](C(=O)N3CCCCCCC3)[C@H]12
    nt	-1.5	nt	-12	-4	-3	nt	nt
Cc1cc(C)c(S(=O)(=O)N2CCN(C(=O)N3CCCCC3)CC2)c(C)c1
    -5	2.2	-5	4	5	-2	-2	42
O=C1OCC(CO)(CO)N=C1NNc1cc(Cl)ccc1Cl
    -3	nt	nt	nt	4	2	-2	nt
Cc1oc(-c2ccccc2)nc1C(=O)OCC(=O)NCc1ccc(Cl)cc1
    -6	2.0	-1	3	-3	1	nt	4
O=C(/C=C/c1ccco1)Nc1ccc2c(c1)OCCO2
    -2	0.1	nt	-3	nt	nt	nt	8
CCn1c(SCC(=O)c2ccc(C)cc2)nnc1-c1ccoc1C
    3	nt	0	0	4	1	-7	nt
C[C@H]1CN([C@@H](C)CO)C(=O)Cc2cc(NC(=O)c3ccncc3)ccc2O[C@@H]1CN(C)Cc1ccc(Cl)c(Cl)c1
    nt	0.2	56	-3	0	6	-4[16.7 µM]	-7
CSc1cccc(NC(=O)C(=O)NCc2ccccc2)c1
    1	-0.6	nt	-3	5	0	0	7
CCN1CCN(S(=O)(=O)c2ccc3c(c2)OCCO3)CC1
    nt	nt	nt	nt	3	4	2	18
O=C(O)c1ccc2c(c1)C(=O)N(Cc1ccc3c(c1)OCO3)C2=O
    -7	nt	2	6	2	1	0	nt
Cc1cc(C)cc(Cn2c(C)c(C(=O)N(C)Cc3ccc(F)cc3)sc2=O)c1
    -3	2.2	8	nt	5	-1	nt	-13
Cc1cc(C)c(C)c(OCC(=O)N2CCN(c3ccccn3)CC2)c1
    -5	-0.4	7	-2	7	0	-4	7
Cc1cc(C)c2c(c1)c(C)cc1nnc(SCC(=O)c3cccs3)n12
    nt	nt	3	5	0	-2	2	nt
Cc1ccccc1NC(=O)CC1SC(=NC2CCCCC2)NC1=O (stereo not given)
    nt	nt	-3	-12	nt	5	2	-9
CCOc1ccc(N2CC(C(=O)Nc3ccc(F)cc3F)CC2=O)cc1 (stereo not given)
    4	nt	-8	-9	-11	0	-6	nt
C[C@H]1CN([C@@H](C)CO)C(=O)Cc2cc(NC(=O)Nc3ccc(F)cc3)ccc2O[C@@H]1CN(C)S(=O)(=O)c1ccc(Cl)cc1
    nt	-2.6	13	-5	-1	-3	-2[16.7 µM]	-4
C=CCOc1ccccc1CNn1nnnc1N
    nt	nt	2	-4	-3	-3	-5	nt

Compound profiles (already shown):
Entry for O=C1OCC(CO)(CO)N=C1NNc1cc(Cl)ccc1Cl → FN deposit inh: -3; CFTR F508del cor: nt; Statin myotox sup: nt; PGC1a acetyl inh: nt; PglD DTNB: 4; Cneo AK release: 2; miR122 inh: -2; INS-1E GSIS act: nt
Entry for COCC(=O)N1CC2(C1)CN(S(C)(=O)=O)[C@H](CO)c1c2c2ccc(OC)cc2n1C → FN deposit inh: -19; CFTR F508del cor: 1.3; Statin myotox sup: nt; PGC1a acetyl inh: 1; PglD DTNB: nt; Cneo AK release: nt; miR122 inh: nt; INS-1E GSIS act: 4

Later entries.
Below each SMILES: FN deposit inh	CFTR F508del cor	Statin myotox sup	PGC1a acetyl inh	PglD DTNB	Cneo AK release	miR122 inh	INS-1E GSIS act
CCCCn1nc2cc(C(=O)NCc3cc(C(F)(F)F)cc(C(F)(F)F)c3)ccc2c1OC
    4	3.2	4	-1	-6	0	-6	-9
O=C1CC(c2ccccc2)CC(=NCCO)/C1=C(\O)CCCN1C(=O)c2ccccc2C1=O (stereo not given)
    -4	1.9	nt	7	nt	nt	nt	-8
CN(Cc1ccccc1)C(=O)Cn1c(=O)oc2cc(S(=O)(=O)NCc3ccccc3)ccc21
    7	-1.4	-9	3	-3	1	7	4
CC1(C)CC(=O)C(C=NCCCN2CCOCC2)=C(O)C1
    nt	nt	1	-4	2	0	-4	nt
CC1CN(S(=O)(=O)c2cccc(C(=O)NCC3COc4ccccc4O3)c2)CC(C)O1 (stereo not given)
    1	-1.0	-11	5	-5	0	10	-48
CC(=O)N1[C@H](CO)[C@@H](c2ccccc2)[C@@H]1CN(CC(C)C)C(=O)c1ccccn1
    -2	-5.8	-6	2	8	1	58[16.7 µM]	4
CCCNC(=O)c1ccccc1NC(=O)COc1cccc2c1OC(C)(C)C2
    5	0.5	-6	5	-6	3	11	39
CCCCCC(=O)N1C[C@@H](n2cc(C3CC3)nn2)[C@H](O)C[C@@H]1c1ccc(C)cc1
    0	3.5	13	-6	1	0	-6	3
C/C(=N\Nc1nc2ccccc2[nH]1)c1cccs1
    7	nt	-13	-6	2	-1	-10	-3
O=C(Nc1ccccc1C(=O)O)c1ncn[nH]1
    nt	nt	5	6	-5	0	-3	nt
Cc1cccc(C)c1NC(=O)CN(C)C(=O)c1cccc(S(=O)(=O)N2CCN(c3ccc(F)cc3)CC2)c1
    -2	3.7	-5	-5	1	-4	-15	-33
COc1ccc(-n2nc(C(=O)NCC(=O)N3CCOCC3)c3ccccc3c2=O)c(OC)c1
    -15	2.4	-2	0	4	-2	-10	5
CCN1C(=O)[C@@H]2[C@H](C1=O)[C@@H]1C(=O)Nc3ccccc3C(=O)N1[C@@H]2c1ccc(OC)cc1
    2	4.2	-3	nt	1	0	nt	-1
CCN1CCCC1CNC(=O)c1c(O)c2c([nH]c1=O)CCCC2 (stereo not given)
    11	nt	119*	11	4	0	-2	nt
Cc1cc2ncc(C(N)=O)cn2n1
    5	-1.2	-5	18	nt	nt	1	-12
Cc1ccc(C(=O)NCCSc2ccc(Cl)cc2)cc1S(=O)(=O)Nc1ccccc1
    nt	-4.3	11	nt	2	0	131*	-48
CCOC(=O)Cc1csc(NC(=O)c2ccc(Br)o2)n1
    -6	nt	nt	2	nt	nt	29	-1
Cc1cc(=O)[nH]c(N/N=C/c2c(C)nn(-c3ccc(F)cc3)c2Cl)n1
    -3	0.6	-7	10	1	0	-3	-4
CCC(=O)N1C[C@@H](C)[C@H](OC)CN(C)C(=O)c2ccc(NC(=O)C3CC3)cc2OC[C@@H]1C
    3	0.7	-11	4	0	-7	nt	14
C[C@H](CO)N1C[C@H](C)[C@@H](CN(C)C(=O)Nc2cccc3ccccc23)Oc2ccc(NC(=O)NC3CCCCC3)cc2C1=O
    nt	-2.0	25	3	0	3	11[16.7 µM]	4
O=C(NCC1CC1)[C@@H]1[C@@H](CO)[C@@H]2Cn3c(ccc(C4=CCCC4)c3=O)[C@@H]2N1Cc1ccccc1F
    nt	nt	27	nt	-2	-5	nt	5
COc1ccc(NC(=O)Nc2ccc3c(c2)C(=O)N([C@H](C)CO)C[C@H](C)[C@H](CN(C)C(=O)CCCN(C)C)OCCCC[C@H](C)O3)cc1
    nt	1.6	nt	-2	-2	0	1[16.7 µM]	18

Compounds from the list above that have fluorine, in the order listed:
Below each SMILES: FN deposit inh	CFTR F508del cor	Statin myotox sup	PGC1a acetyl inh	PglD DTNB	Cneo AK release	miR122 inh	INS-1E GSIS act
CN(C)Cc1csc(NC(=O)Nc2cccc(C(F)(F)F)c2)n1
    13	-0.8	9	nt	3	1	-3	-9
C[C@@H]1CN([C@@H](C)CO)C(=O)c2cccc(NC(=O)C3CCOCC3)c2O[C@@H]1CN(C)S(=O)(=O)c1ccc(F)cc1
    nt	1.6	7	21	2	-3	-9[16.7 µM]	1
Cc1cc(C)cc(Cn2c(C)c(C(=O)N(C)Cc3ccc(F)cc3)sc2=O)c1
    -3	2.2	8	nt	5	-1	nt	-13
CCOc1ccc(N2CC(C(=O)Nc3ccc(F)cc3F)CC2=O)cc1 (stereo not given)
    4	nt	-8	-9	-11	0	-6	nt
C[C@H]1CN([C@@H](C)CO)C(=O)Cc2cc(NC(=O)Nc3ccc(F)cc3)ccc2O[C@@H]1CN(C)S(=O)(=O)c1ccc(Cl)cc1
    nt	-2.6	13	-5	-1	-3	-2[16.7 µM]	-4
CCCCn1nc2cc(C(=O)NCc3cc(C(F)(F)F)cc(C(F)(F)F)c3)ccc2c1OC
    4	3.2	4	-1	-6	0	-6	-9
Cc1cccc(C)c1NC(=O)CN(C)C(=O)c1cccc(S(=O)(=O)N2CCN(c3ccc(F)cc3)CC2)c1
    -2	3.7	-5	-5	1	-4	-15	-33
Cc1cc(=O)[nH]c(N/N=C/c2c(C)nn(-c3ccc(F)cc3)c2Cl)n1
    -3	0.6	-7	10	1	0	-3	-4
O=C(NCC1CC1)[C@@H]1[C@@H](CO)[C@@H]2Cn3c(ccc(C4=CCCC4)c3=O)[C@@H]2N1Cc1ccccc1F
    nt	nt	27	nt	-2	-5	nt	5
